TWEAK Fn14 block: inhibitors of TWEAK-Fn14 signaling, primary screen, luciferase reporter cells, uHTS. TWEAK-stimulated Fn14 reporter cells, luciferase luminescence, 8 h. inhibition, % at 10 µM. 2% of 360,000 active; in the data active = inhibition above about 50%
Granule exo inh: LAMP-1 surface exposure blockers, TALL-104 cells – cell-based, flow cytometry, MLPCN library, primary screen; TALL-104 LAMP-1 surface exposure; cells stimulated with thapsigargin and PMA; inhibition, % at 10 µM; 0.66% of 360,000 active; AID 651702, 2012;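 active = inhibition above about 55%, limit read from the data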
COUP-TFII inh: NR2F2 transcriptional activity inhibitors, primary screen, cell-based, luciferase reporter, HEK293T, luminescence; COUP transcription factor 2 (Homo sapiens), P24468; HEK293T NGFI-A luciferase reporter; 0.7% of 370,000 active; inhibition, % at 8.6 µM; AID 686940, 2013;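 active = inhibition above a per-plate cutoff, mean inhibition of test wells between control levels plus 3 SD, cut at about 38% in these data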;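 note: cells cotransfected with COUP-TFII expression vector driving the NGFI-A reporter; 0% = median of COUP-TF2 test wells and 100% = reporter-only cells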
SRC2 inh: inhibition of GAL4-SRC2 driven luciferase reporter, primary screen, SRC2 inhibitor project, cell-based, luminescence; HEK293 GAL4-SRC2 luciferase reporter; 0.17% of 370,000 active; AID 651957, 2012; Nuclear receptor coactivator 2 (Homo sapiens), Q15596; inhibition, % at 9 µM;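 active = inhibition above the mean inhibition of all tested compounds plus 3 SD, set per campaign, cut at about 52% in these data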;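 note: 0% = DMSO treated cells and 100% = cells given Gossypol at 36 µM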
NCOA3 inh: SRC3 coactivator transcriptional activity inhibitors, primary screen, cell-based, luminescence; HEK293 GAL4-SRC3 luciferase reporter; inhibition, % at 3.6 µM; 0.17% of 360,000 active; AID 588352, 2011;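 active = inhibition above a per-campaign cutoff, the mean of all compounds plus 3 SD, cut at about 60% in these data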;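 note: 0% = DMSO-treated cells and 100% = gossypol-treated cells at 36 µM; higher means less SRC3-driven luciferase light from the GAL4 reporter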
TROY signal inh: inhibitors of TROY-driven NF-kB signaling, primary screen, Q293 LMP1-TROYcd cells, NF-kB luciferase, uHTS; Q293 LMP1-TROYcd NF-kB luciferase reporter, 4 h; inhibition, % at 10 µM; 0.98% of 360,000 active; AID 1347056, 2019;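 active = compounds whose plate-normalised and pattern-corrected inhibition of the luciferase reporter signal at the single screening dose is 50% or more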
ABHD5-PLIN5 inh: ABHD5-PLIN5 interaction inhibitors, primary screen, cell lysate, split luciferase complementation, luminescence; 0.78% of 360,000 active; inhibition, % at 4 µM; Split G. princeps luciferase complementation, 4 h;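 active = inhibition above the mean inhibition across every tested compound plus 3 SD, cut at about 22% in these data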;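 note: 0% = DMSO only wells and the 100% control is not disclosed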
NOD2 RIPK2 PPI: NOD2-RIPK2 binding disruptors in cells, primary screen, fluorescence, CHO cells, BLA complementation; CCF4 ratio; inhibition, % at 4.98 µM; AID 624267, 2012; 0.38% of 360,000 active; in the data active = inhibition above about 21%;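 note: 0% = vehicle only and 100% = reference blocker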
TLR9-MyD88 block: inhibitors of TLR9-MyD88 association in cells, primary screen, cell-based, CHO, BLA complementation, fluorescence; Toll-like receptor 9 (Homo sapiens) + Myeloid differentiation primary response protein …; CCF4 FRET ratio; inhibition, % at 4.98 µM; 0.21% of 340,000 active;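 active = inhibition above the mean over all tested compounds plus 3 SD, cut at about 21% in these data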;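 note: 0% = DMSO only wells and 100% = clavulanate BLA inhibitor control wells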
SRC1 inh: SRC1 coactivator transcriptional activity inhibitors, primary screen, cell-based, luminescence; Nuclear receptor coactivator 1 (Homo sapiens), Q15788; inhibition, % at 3.6 µM; HEK293 GAL4-SRC1 luciferase reporter; 0.12% of 360,000 active;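 active = inhibition above the campaign mean plus 3 SD, with each screening campaign given its own cutoff, cut at about 60% in these data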;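 note: 0% = DMSO treated cells and 100% = gossypol at 36 µM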
Target sequence (Q15788 whole entry, looked up, the tested form may be a part): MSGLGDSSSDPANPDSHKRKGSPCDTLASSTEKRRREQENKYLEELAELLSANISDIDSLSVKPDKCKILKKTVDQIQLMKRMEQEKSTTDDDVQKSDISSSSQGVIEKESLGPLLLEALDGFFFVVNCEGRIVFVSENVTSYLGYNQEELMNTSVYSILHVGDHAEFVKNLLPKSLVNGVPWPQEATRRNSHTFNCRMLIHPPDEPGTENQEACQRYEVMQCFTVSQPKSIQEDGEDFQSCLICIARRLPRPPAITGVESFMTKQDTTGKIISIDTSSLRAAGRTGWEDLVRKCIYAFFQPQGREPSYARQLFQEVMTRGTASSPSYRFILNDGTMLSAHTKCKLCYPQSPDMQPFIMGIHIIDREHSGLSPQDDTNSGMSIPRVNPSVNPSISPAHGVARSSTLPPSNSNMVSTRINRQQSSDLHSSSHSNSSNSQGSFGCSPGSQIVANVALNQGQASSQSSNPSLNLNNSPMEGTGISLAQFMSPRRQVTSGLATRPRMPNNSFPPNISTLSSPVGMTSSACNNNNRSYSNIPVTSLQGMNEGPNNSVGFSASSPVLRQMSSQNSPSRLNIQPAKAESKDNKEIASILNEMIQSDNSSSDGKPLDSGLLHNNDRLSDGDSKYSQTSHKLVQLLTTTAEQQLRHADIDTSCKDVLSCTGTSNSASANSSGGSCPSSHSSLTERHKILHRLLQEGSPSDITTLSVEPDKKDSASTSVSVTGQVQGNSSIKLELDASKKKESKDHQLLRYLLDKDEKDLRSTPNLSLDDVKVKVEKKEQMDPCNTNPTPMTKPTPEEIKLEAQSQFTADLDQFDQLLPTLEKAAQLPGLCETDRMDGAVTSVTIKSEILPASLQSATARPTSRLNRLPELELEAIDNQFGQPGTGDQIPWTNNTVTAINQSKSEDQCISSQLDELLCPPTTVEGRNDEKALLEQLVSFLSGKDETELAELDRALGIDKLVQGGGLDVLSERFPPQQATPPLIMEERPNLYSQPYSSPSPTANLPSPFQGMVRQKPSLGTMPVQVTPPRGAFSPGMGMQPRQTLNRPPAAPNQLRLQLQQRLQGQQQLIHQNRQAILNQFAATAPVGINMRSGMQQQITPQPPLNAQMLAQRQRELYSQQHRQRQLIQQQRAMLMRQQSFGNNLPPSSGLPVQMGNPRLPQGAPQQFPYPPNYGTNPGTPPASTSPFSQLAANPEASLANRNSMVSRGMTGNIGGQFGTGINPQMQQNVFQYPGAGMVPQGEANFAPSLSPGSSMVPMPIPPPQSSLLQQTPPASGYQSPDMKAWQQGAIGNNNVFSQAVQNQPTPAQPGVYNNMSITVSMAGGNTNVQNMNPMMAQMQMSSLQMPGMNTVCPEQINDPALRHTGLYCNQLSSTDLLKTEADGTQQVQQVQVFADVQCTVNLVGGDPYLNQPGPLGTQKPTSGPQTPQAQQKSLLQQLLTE
LRH-1 inv ag: LRH-1 (NR5A2) inverse agonists, primary screen, cell-based, luminescence, HEK293T, StAR-luciferase reporter. LRH-1 transfected, 24 h. AID 602396, 2012. 0.13% of 360,000 active. inhibition, % at 3.6 µM;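 active = inhibition above the mean inhibition of all tested compounds plus 3 SD, cut at about 73% in these data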;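 note: 0% = DMSO wells and 100% = reporter-only cells lacking LRH-1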
Starred values were filed as active, the others as inactive; . = no result given. Some of the compounds tested. The share of hits here may be higher or lower than overall.

Start of the data: the first 2 records, ahead of the listing:
SMILES	TWEAK Fn14 block	Granule exo inh	COUP-TFII inh	SRC2 inh	NCOA3 inh	TROY signal inh	ABHD5-PLIN5 inh	NOD2 RIPK2 PPI	TLR9-MyD88 block	SRC1 inh	LRH-1 inv ag
COc1cccc2[nH]c3c(Cl)ncnc3c12	-2	-1	-3	-3	3	13	-2	1	-1	9	-34
Cc1ccc(C2C(C(=O)c3cccs3)=C(O)C(=O)N2c2cccc(C)n2)cc1 (stereo not given)	6	-2	1	-21	14	-15	-2	-3	4	-5	15

All compounds of this part, previewed entries included:
SMILES	TWEAK Fn14 block	Granule exo inh	COUP-TFII inh	SRC2 inh	NCOA3 inh	TROY signal inh	ABHD5-PLIN5 inh	NOD2 RIPK2 PPI	TLR9-MyD88 block	SRC1 inh	LRH-1 inv ag
COc1cccc2[nH]c3c(Cl)ncnc3c12	-2	-1	-3	-3	3	13	-2	1	-1	9	-34
Cc1ccc(C2C(C(=O)c3cccs3)=C(O)C(=O)N2c2cccc(C)n2)cc1 (stereo not given)	6	-2	1	-21	14	-15	-2	-3	4	-5	15
CC(C)(C)NC(=O)Cn1nnc(-c2ccc(Cl)cc2)n1	0	4	-4	-1	14	-25	-1	3	-11	3	-15
CC(=O)c1c(C)[nH]c(C(=O)Nc2nc(-c3ccc(-c4ccccc4)cc3)cs2)c1C	98*	2	-3	-44	-17	19	-6	4	-10	-2	-11
O=C(NNC(=O)C1CC=CCC1)c1ccccc1Cl (stereo not given)	-11	2	-6	17	-22	-13	9	-10	-5	-18	-20
COc1ccc(-c2cc(C(=O)OCC(=O)Nc3cc(C)on3)c3ccccc3n2)cc1OC	-26	0	8	11	4	-16	0	-10	-18	-8	1
CCCc1nnc(NC(=O)c2nc(S(=O)(=O)Cc3cccc(C)c3)ncc2Cl)s1	93*	28	2	18	4	57*	28*	20	1	-41	13
NC(=O)c1c(NC(=O)COC(=O)c2ccc(S(=O)(=O)Nc3ccccc3)cc2)sc2c1CCCC2	-26	-1	4	-21	4	21	-11	-15	-2	-5	0
COc1ccc(S(=O)(=O)N(C)C)cc1NS(=O)(=O)c1ccc(F)c(F)c1F	28	-4	-9	-10	0	-9	-5	0	-9	-6	-13
COc1ccc(NC(=S)NC(=O)c2cc3ccccc3o2)c(OC)c1	-16	4	-7	-8	7	-40	-3	-8	-7	-1	-14
Cc1ccc(NC(=O)C[n+]2cc(-c3ccc(C)cc3)n3c2CCC3)cc1	-10	4	-2	-13	28	-9	8	-9	6	-12	13
CCC1(CC)NC(=O)N(CC(=O)Nc2ccc(S(=O)(=O)N3CCOCC3)cc2)C1=O	7	-4	-6	25	8	1	-1	-11	-3	8	0
O=[N+]([O-])c1ccc2nc(NS(=O)(=O)c3ccc(Cl)cc3)sc2c1	-16	-10	-12	-23	9	-10	-3	-6	-3	-10	-3
Clc1cccc(Cc2c(-c3cccc(Br)c3)nc3ccc(Br)cn23)c1	0	-2	-34	-94	-56	1	-1	-2	.	-46	-74
O=C(Nc1ccccc1N1CCCC1)c1ccccc1Cl	-13	5	-10	-4	-16	1	-1	-4	12	1	20
Cc1cc(NC(=O)CCC(=O)N(CC(=O)NCC2CCCO2)c2ccc(C)c(C)c2)no1 (stereo not given)	3	4	8	-42	1	14	0	0	5	-17	-22
Cc1ccc(CSCCNC(=O)c2ccc(Cl)c(S(=O)(=O)N3CCOCC3)c2)cc1	37	-2	8	14	8	24	5	-10	3	17	5
Cc1ccc(CN2C(=O)C(F)(F)Oc3ccccc32)cc1	-3	0	-4	-4	-5	11	-7	8	.	-1	10
O=C(CC1SC(N2CCCCC2)=NC1=O)Nc1cccc(C(=O)O)c1 (stereo not given)	1	-4	-20	4	-20	8	4	1	-4	-8	5
Cc1ccc(C)c(NC(=O)C(=O)NCC2CCCN2S(=O)(=O)c2cccs2)c1 (stereo not given)	-7	-5	15	17	8	-20	-8	1	-2	-8	10
COc1ccc(-c2cc3nc(C)cc(N)n3n2)cc1	60*	-4	-60	-64	-63	10	-2	-9	5	-73	-150
Clc1ccc(CN2CC[C@H]3C=CCc4cccc(c43)C2)cc1	-6	-5	19	17	4	10	-5	-3	-3	2	9
COc1ccc(C(C(=O)NCC2CCCO2)N(C(=O)Cn2nnc3ccccc32)c2ccc(NC(C)=O)cc2)c(OC)c1 (stereo not given)	5	10	20	-35	13	-8	-1	-10	0	3	4
CCCNC(=O)COC(=O)c1ccccc1OCC(=O)Nc1ccc(Br)cc1	-19	0	14	-5	2	4	-2	0	2	-3	-8
Cc1cccc(CNc2ncc(-c3cccc([N+](=O)[O-])c3)n2C)c1	-9	3	8	6	22	0	2	-7	-3	11	3

(continued)
SMILES	TWEAK Fn14 block	Granule exo inh	COUP-TFII inh	SRC2 inh	NCOA3 inh	TROY signal inh	ABHD5-PLIN5 inh	NOD2 RIPK2 PPI	TLR9-MyD88 block	SRC1 inh	LRH-1 inv ag
CC(C)CCN1CCN(CC#Cc2ccccc2)CC1CCO (stereo not given)	23	-2	-7	5	4	9	-6	-7	-10	-20	7
O=C(Cc1ccccc1[N+](=O)[O-])Nc1ccc(S(=O)(=O)N2CCCC2)cc1	15	-2	-15	15	-4	-8	-3	4	7	2	22
Cc1c(=O)n(OCc2ccccn2)c2ccccc2[n+]1[O-]	0	0	-1	16	16	-8	-1	-34	-2	2	-4
CC(=O)C[C@H](O)CC(=O)[C@H]1OC(=O)CCCCCCc2ccccc21	-13	-1	7	19	-1	0	2	5	13	0	5
O=C(c1ccc(C(F)(F)F)cc1)C1CCCN(C(=O)Cn2cncn2)C1 (stereo not given)	-2	-1	19	3	5	14	0	-8	1	-5	0
COc1cc(C(=O)Nc2ccc([N+](=O)[O-])cn2)cc(OC)c1OC	10	5	-5	-30	11	2	2	-19	-1	0	-10
CC(C)NCC(O)c1ccc(NS(C)(=O)=O)cc1 (stereo not given)	0	1	11	-7	5	10	1	-11	0	6	-13
O=C(CCCN1C(=O)c2ccccc2C1=O)N1CCCCC1	-11	-2	-12	-24	-9	-15	-8	-13	7	-26	-1
CCCc1[nH]nc2c1C(c1cc(OC)cc(OC)c1)C(C#N)=C(N)O2 (stereo not given)	-1	6	12	13	-5	4	-12	-1	-7	-36	5
CCCN(CCC)C(=O)CSc1nc2n[nH]c(C)c2c(=N)n1-c1ccc(OCC)cc1	-2	3	.	.	13	13	13	2	6	-3	3
CCOC(=O)N1CCN(c2cc(N3CCN(CC)CC3)c(F)cc2[N+](=O)[O-])CC1C (stereo not given)	-9	-2	-7	-4	13	13	13	8	1	3	19
CC1(c2ccc(OC(F)F)cc2)NC(=O)N(CC(=O)NC2CCCC2)C1=O (stereo not given)	14	-3	-4	6	-16	12	-7	-8	3	-15	11
CCc1cc2c(-c3ccccc3)cc(=O)oc2c(CN2CCOCC2)c1O	-8	0	-9	-9	5	8	-1	-11	3	-4	2
C=CCN1C(c2ccccc2)=CS/C1=C(\C#N)c1nnc2n1CCCCC2	-21	2	9	-19	3	-3	3	-8	-2	-3	-2
O=C(CSCc1ccco1)Nc1cc(C(F)(F)F)ccc1N1CCOCC1	-13	-2	-13	-3	18	8	2	1	3	8	1
CN(C)C(=O)c1cc(C(=O)c2ccc(C(F)(F)F)cc2)c[nH]1	-6	17	-35	-27	-65	-17	-4	-5	-6	-48	-39
Cc1nonc1NC(=O)CSc1nnc(-c2ccoc2C)n1-c1cccc(Cl)c1	-8	2	4	12	6	-4	2	5	3	4	1
COc1ccc2[nH]c(C(=O)N3CCC(CO)(Cc4cccc(C(F)(F)F)c4)CC3)c(C)c2c1	22	5	9	-15	9	53*	2	2	1	-2	13
CCOC(=O)COn1c(=O)c(=O)n(OC)c2ccccc21	7	4	-9	3	18	-19	1	-5	-1	8	25
CCN(CC)CCCC(C)Nc1nccc2cccc(Cl)c12 (stereo not given)	-9	-3	-21	-61	-3	4	-4	-2	3	-16	-15
COc1cccc(-c2ccc(NC(=O)C3CCCN(Cc4ccc(CO)o4)C3)cc2)c1 (stereo not given)	-8	1	-4	-5	2	-28	4	1	8	4	12
CCCCN(C(=O)C1CCC1)c1c(N)n(CCC)c(=O)[nH]c1=O	-5	-6	-1	-3	4	15	1	0	8	-14	-8
Cc1cc(OCCOc2cccc3cccnc23)cc(C)c1Cl	-26	0	6	10	-23	-38	12	7	-1	-5	-4
Cc1cc(-c2ccncc2)n2ncc(-c3ccccc3)c2n1	12	-1	-64	-23	-86	-24	3	6	.	-92	-124
O=C(CN(C(=O)CCC(=O)Nc1nccs1)c1cccc(F)c1)NCc1ccccc1	-17	-3	10	-4	-4	-17	-4	2	-13	10	6

Next part.
SMILES	TWEAK Fn14 block	Granule exo inh	COUP-TFII inh	SRC2 inh	NCOA3 inh	TROY signal inh	ABHD5-PLIN5 inh	NOD2 RIPK2 PPI	TLR9-MyD88 block	SRC1 inh	LRH-1 inv ag
CCc1ccc(Nc2n[n+](-c3ccccc3)c(-c3ccc(N(CC)CC)cc3)s2)cc1	43	6	-8	-20	-10	30	4	29*	11	-13	22
CC(Cc1ccccc1)NC(=O)C1(c2ccccc2)CCOCC1 (stereo not given)	-8	4	5	-5	-2	-3	5	1	3	15	2
CC(=O)Nc1ccc(Nc2cc(C)nc3c(-c4ccc(Cl)cc4)c(C)nn23)cc1	8	-1	10	-2	13	8	5	1	10	6	3
CN(C)c1ccc(CNC(=O)C2Cc3c(-c4ccccc4Oc4ccccc4)ccnc3O2)cc1 (stereo not given)	6	-1	0	10	-1	24	0	-11	.	9	-24
COC(=O)Nc1nc2ccc(-c3n[nH]c(=O)c4ccccc34)cc2[nH]1	11	5	-18	5	17	17	-4	-5	-20	-4	9
Cc1csc(NC(=O)CSc2nnc3ncccn23)n1	-2	0	12	10	4	12	-1	-2	-1	-6	14
COc1ccc(CCNc2nc(-c3cccnc3)cs2)cc1OC	17	0	-7	10	9	20	-2	-8	9	-9	-21
CC(C)(C)c1ccc(CN2C3=NCCCN3c3ccccc32)cc1	-38	21	8	15	26	9	12	6	3	23	9
CCC(CC)NC(=O)c1cc(OC)c(OC)c(OC)c1	-7	1	3	-5	10	-14	10	2	-8	1	11
CCOc1cc(C(c2c(O)nc(SC)[nH]c2=O)c2c(O)nc(SC)[nH]c2=O)ccc1O	0	-4	-17	-27	14	5	32*	-17	.	-15	22
COc1ccc(CNc2nc(Cl)c(C#N)s2)cc1	15	-7	-15	-35	-25	2	-4	0	-12	-13	-48
COc1cccc(C(=O)NC(=S)Nc2ccccc2N2CCCC2)c1	-2	-1	-2	20	-7	-14	-17	3	-1	-2	-5
CCOC(=O)C(O)(C1C(=O)CC(C)(C)CC1=O)C(F)(F)F (stereo not given)	0	1	34	13	-5	-6	12	16	5	6	-7
O=C(Cn1nnc(-c2ccc(Cl)cc2)n1)NC1CC2CCC1C2 (stereo not given)	-2	1	4	4	21	-2	-1	-4	-11	17	8
O=S(=O)(NCc1ccco1)c1ccc(S(=O)(=O)N2CCCC2)cc1	9	2	-12	-26	-10	5	7	1	2	-20	-6
